GPR151 ag: activators of human GPR151; Q8TDV0; PathHunter beta-arrestin GPR151 cells, luminescence; activation, % at 11.2 µM; 650,000 compounds, 1% hits; AID 1508602; in the data active = activation above about 4.9%;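 note: 0% = median of compound wells and 100% = cells with positive control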
Target sequence (Q8TDV0 whole entry, looked up): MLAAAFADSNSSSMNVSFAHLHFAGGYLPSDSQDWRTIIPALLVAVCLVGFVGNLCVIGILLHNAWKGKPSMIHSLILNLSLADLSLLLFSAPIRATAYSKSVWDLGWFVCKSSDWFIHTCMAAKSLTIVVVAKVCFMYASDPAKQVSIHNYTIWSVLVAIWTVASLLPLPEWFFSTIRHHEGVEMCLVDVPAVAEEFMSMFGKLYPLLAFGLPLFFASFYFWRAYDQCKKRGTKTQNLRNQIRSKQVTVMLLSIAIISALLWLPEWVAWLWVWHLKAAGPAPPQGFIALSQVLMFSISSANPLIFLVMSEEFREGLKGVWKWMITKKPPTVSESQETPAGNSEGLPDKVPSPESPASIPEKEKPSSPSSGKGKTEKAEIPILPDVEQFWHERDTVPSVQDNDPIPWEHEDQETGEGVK
MITF inh: inhibitors of human MITF; 650,000 compounds, 0.91% hits; AID 1259374; O75030; AlphaScreen MITF homodimerization, bead proximity signal; inhibition, % at 2.6 µM; in the data active = inhibition above about 50%;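 note: 0% = vehicle wells with protein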
Target sequence (O75030 whole entry, looked up): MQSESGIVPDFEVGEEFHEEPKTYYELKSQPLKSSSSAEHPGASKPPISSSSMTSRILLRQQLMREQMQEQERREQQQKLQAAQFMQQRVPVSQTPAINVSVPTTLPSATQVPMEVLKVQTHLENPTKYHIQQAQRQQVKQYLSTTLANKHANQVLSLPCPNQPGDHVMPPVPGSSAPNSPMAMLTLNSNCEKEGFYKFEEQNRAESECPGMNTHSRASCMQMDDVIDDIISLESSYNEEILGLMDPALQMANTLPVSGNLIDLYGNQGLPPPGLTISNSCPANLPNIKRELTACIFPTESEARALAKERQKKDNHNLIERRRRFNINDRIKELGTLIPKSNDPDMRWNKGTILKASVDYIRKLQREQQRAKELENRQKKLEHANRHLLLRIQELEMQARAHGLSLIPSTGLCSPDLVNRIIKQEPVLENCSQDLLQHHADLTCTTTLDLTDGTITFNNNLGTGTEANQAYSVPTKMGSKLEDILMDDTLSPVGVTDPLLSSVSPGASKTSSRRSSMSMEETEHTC
TEAD-YAP inh: TEAD-YAP interaction inhibition; HEK-TIYL cells, TEAD-Gal4/YAP UAS-luciferase luminescence; inhibition, % at 9.12 µM; 640,000 compounds, 1.4% hits; in the data active = inhibition above about 32%;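 note: 0% = median of test compound wells and 100% = reference inhibitor wells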
FBW7 activator: activators of human E3 ligase FBW7; Q969H0; AlphaScreen FBW7–phospho-cyclin E peptide binding, activator screen; normalized activity (activation), % at 26.1 µM; 650,000 compounds, 0.13% hits; in the data active = normalized activity above about 1.9%;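 note: purified mutant Fbw7 with reduced substrate affinity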
Active calls of the source: *; nt = no result given.

structure	GPR151 ag	MITF inh	TEAD-YAP inh	FBW7 activator
Cc1ccc(-n2cc(C(=O)Nc3ccc(C(C)C)cc3)c3ccccc3c2=O)cc1C	-1.1	15.8	6.7	0.0
CCCN1C(=O)C(O)(CC(=O)c2ccccc2O)c2cc(Br)ccc21 (stereo unspecified)	0.5	-0.5	38.0*	-0.1
CC(=O)Oc1ccccc1C(=O)Nc1ccccc1C(C)(C)C	-1.2	-2.1	-1.5	-0.1
O=C1CCc2cc(S(=O)(=O)Nc3ccc(F)cc3F)cc3c2N1CC3	0.2	9.7	3.2	0.0
COc1cc(OC)cc(C(=O)NC(=S)Nc2ccc(-c3nc4ccccc4s3)c(O)c2)c1	0.3	1.5	-28.7	0.0
Cc1cccc(NC(=O)CSc2cn(Cc3cccc(F)c3)c3ccccc23)c1C	-0.8	3.0	-5.0	-0.1
O=C(N/N=C/c1ccncc1)c1ccc(Br)o1	-0.1	12.2	-23.0	0.8
Cc1cc(C)n(-c2nc3c(c(=O)[nH]c(=O)n3C)n2CC(O)COc2ccccc2C)n1 (stereo unspecified)	0.5	-7.1	1.8	0.0
COc1cc2c(cc1CC=C(C)C)C(=O)C[C@@H](c1ccc(O)cc1)O2	-0.4	0.4	22.4	0.0
CC(NC(=O)c1nn2c(c1Cl)NC(c1ccc(Cl)cc1)CC2C(F)(F)F)c1ccccc1 (stereo unspecified)	0.5	-12.8	18.3	0.0
COC(=O)C12CC3CC(CC(NC(=O)CCn4cnc5ccccc5c4=O)(C3)C1)C2	0.4	5.7	-5.0	0.2
CC(=O)c1ccc(NC(=O)C(C)N2Cc3ccccc3C2=O)cc1 (stereo unspecified)	0.8	-21.8	-15.7	-0.1
O=C(CSc1ncn(-c2ccccc2)n1)c1ccccc1	0.2	15.8	-53.6	1.3
Cc1cc(NCC(C)(C)CN(C)C)n2nc(C)c(-c3cccs3)c2n1	1.8	8.6	1.9	1.1
Cc1cc(C)c(NC(=O)Nc2cccc(Cl)c2)c(Cl)n1	-0.1	-7.3	-16.1	-0.1
Cc1cc(/C=C2/SC(=O)N(C)C2=O)c(C)n1-c1cccc(Cl)c1	1.2	25.9	-32.5	0.5
O=c1c2ccccc2nc(SCc2ccc(OC(F)(F)F)cc2)n1CCC1=CCCCC1	0.5	-8.9	-11.8	-0.2
Cc1nn(C)c(C)c1S(=O)(=O)NCc1cccs1	-0.1	-1.6	6.3	0.8
O=C(NCCCN1CCCC1=O)c1ccc2nc(NCCCN3CCCC3=O)sc2c1	-2.2	-1.0	-1.2	-0.1
COc1ccc2cc3cc(C(=O)NCC4CCCO4)oc3nc2c1 (stereo unspecified)	-0.4	9.3	-24.3	0.0
C=CCOc1ccc(/C(O)=C2/C(=O)C(=O)N(CCN3CCOCC3)C2c2cccc(Oc3ccccc3)c2)c(C)c1 (stereo unspecified)	1.0	-8.2	5.3	-0.1
CCN(CC)C(=O)CSc1nc2ccccc2c(=O)n1CC1COc2ccccc2O1 (stereo unspecified)	0.0	4.2	-3.4	-0.1
CCn1c(N2CCN(S(=O)(=O)c3cccc(F)c3)CC2)nc2ccccc21	0.3	3.6	7.8	0.0
O=C(NCc1ccccc1)N(CCO)Cc1cc2cc3c(cc2[nH]c1=O)OCCO3	-0.9	-9.4	-2.1	-0.1
Cc1cc(C(=O)OCC(=O)c2ccc([N+](=O)[O-])cc2)c2ccccc2n1	0.4	18.5	-0.3	0.0
COc1ccc(S(=O)(=O)N2CCN(Cc3cccc(Cl)c3)CC2)cc1	-0.4	-14.2	-3.6	-0.3
CCOC(=O)c1c(C)[nH]c(C(=O)COC(=O)CCC2CCCC2)c1C	-0.6	10.0	11.9	0.0
Cc1cc(C)n(-c2cc(NCCNC(=O)C(C)(C)Oc3ccc(Cl)cc3)nc(C)n2)n1	8.6*	-18.2	9.9	0.1
CC1=C(C(=O)OC(C)C)C(c2cccc3ccccc23)C2=C(CC(c3ccc(Cl)cc3)CC2=O)N1 (stereo unspecified)	0.5	-16.1	8.1	0.2
COc1ccc(C2CC(=O)N3CN(c4ccccc4)CSC3=C2C#N)c(OC)c1 (stereo unspecified)	0.4	2.4	6.1	0.0
Cc1ccc(-c2nc(N3CCN(c4ccccc4)CC3)c3ccccc3n2)cc1	1.8	19.6	-5.6	-0.1
CC1(C)O[C@H]2OC(C(=O)NCC(=O)Nc3ccc(S(=O)(=O)Nc4ccccn4)cc3)[C@@H]3OC(C)(C)O[C@@H]3[C@H]2O1 (stereo partly specified)	-0.3	-2.1	4.6	0.0
CSc1nc2ccc(NC(=O)c3ccc(Cl)cc3Cl)cc2s1	-0.6	-3.4	-17.9	0.0
CCOC(=O)c1cc2c(=O)n3ccccc3nc2n(CC(C)C)c1=NC(=O)c1ccccc1	0.5	7.0	0.3	-0.1
CCC(Sc1nc2cc3c(cc2c(=O)n1Cc1ccco1)OCO3)C(=O)NCCOC (stereo unspecified)	1.4	1.4	16.4	-0.1
O=C(Cn1ncc2c(=O)oc3ccccc3c21)NC1CCN(Cc2ccccc2)CC1	-1.1	13.7	-0.3	0.1
S=C(NCCN1CCOCC1)N1CCN(c2cccc(Cl)c2)CC1	-1.5	38.4	9.4	0.0
N#Cc1cc2c(N)c(C(=O)c3ccc([N+](=O)[O-])cc3)sc2nc1N	-1.2	2.7	3.7	0.0
COc1cccc(CN(CCN(C)C)C(=O)Nc2nc3ccc(-c4cn[nH]c4)cc3s2)c1	-0.1	39.9	8.3	0.5
Cc1cc(N2C(=O)C(=O)/C(=C(/O)c3ccc(Cl)cc3)C2c2cccc([N+](=O)[O-])c2)no1 (stereo unspecified)	0.5	3.1	4.4	0.0
O=C(O)c1cc(N/C(=N\S(=O)(=O)c2ccc(F)cc2)c2ccccc2)ccc1O	-0.3	-4.6	9.6	-0.1
Cc1ccc(OCC(=O)N/N=C\c2cccs2)cc1	2.4	-11.0	5.8	0.0
CCc1[nH]nc2c1C(c1cccc(OC(=O)N3CCOCC3)c1)C(C#N)=C(N)O2 (stereo unspecified)	0.6	-3.6	-0.4	-0.2
O=C(CC(NCC1CCCO1)C(=O)O)Nc1cccc([N+](=O)[O-])c1 (stereo unspecified)	3.3	-5.1	-15.4	0.2
Cc1cccc(-n2nc3c(c2NC(=O)c2cc(Cl)ccc2Cl)CS(=O)(=O)C3)c1C	1.2	6.1	9.4	0.1
CCc1ccc(NC(=O)CCN2C(=O)c3cccnc3C2=O)cc1	1.1	19.9	10.7	-0.5
O=C(CNS(=O)(=O)c1ccc(Br)cc1)NC1CCCC1	0.0	6.5	-0.7	0.2
CCc1ccc(C2=NN(CCC(=O)NCc3ccccc3Cl)C(=O)CC2)cc1	-0.1	3.0	9.8	-0.1
CCCCC(=O)N1CCN(c2cc(C)c(C(C)=O)cc2F)CC1	0.5	0.6	-4.0	-0.1
CC(=O)Nc1ccnn1C1CCN(Cc2cn[nH]c2-c2cccc(F)c2)CC1	2.5	18.4	-10.6	0.3
Cc1c(N2CCN(CC3CCCCO3)C2=O)cccc1C(F)(F)F (stereo unspecified)	0.2	-0.8	0.6	-0.1
CCCCN1C(=O)c2ccc(C(=O)Nc3ccc(Br)cc3C(=O)O)cc2C1=O	1.1	13.7	7.0	0.7
Cc1ccc(C(=O)COC(=O)c2ccc(N(C)C)cc2)cc1[N+](=O)[O-]	0.5	-7.2	2.4	-0.3
COc1ccc(OC)c(NC(=O)CS(=O)(=O)c2cccc3nsnc23)c1	0.3	10.8	-3.5	-0.1
Cc1ccc2c(c1)N(CC(=O)NCCCN1CCCC1=O)C(=O)CO2	2.4	-7.3	9.1	-0.2
O=C1CCCN1CCn1cnc2c(Nc3ccccc3)nc(Nc3ccncc3)nc21	-2.1	-1.9	-5.5	-0.1
CCOC(=O)C1=C(C)N(c2ccc(OC)cc2)C(=O)/C1=C\c1ccc(Br)cc1	0.9	-3.2	0.8	-0.2
c1ccc(-n2cnc3c(NCCN4CCOCC4)nc(Nc4ncccn4)nc32)cc1	0.2	-1.3	-3.1	-0.1
COc1cccc(CNCc2c(C(=O)N3C[C@@H](C)O[C@@H](C)C3)nc3ccc(Cl)cn23)c1	-0.4	4.7	5.8	0.2
Fc1ccc(-c2cn[nH]c2C2CCCN(Cc3ccco3)C2)cc1 (stereo unspecified)	1.3	12.3	5.5	0.1

Gathered by group, the entries above containing a cyano group.
structure	GPR151 ag	MITF inh	TEAD-YAP inh	FBW7 activator
COc1ccc(C2CC(=O)N3CN(c4ccccc4)CSC3=C2C#N)c(OC)c1 (stereo unspecified)	0.4	2.4	6.1	0.0
N#Cc1cc2c(N)c(C(=O)c3ccc([N+](=O)[O-])cc3)sc2nc1N	-1.2	2.7	3.7	0.0
CCc1[nH]nc2c1C(c1cccc(OC(=O)N3CCOCC3)c1)C(C#N)=C(N)O2 (stereo unspecified)	0.6	-3.6	-0.4	-0.2

New compounds follow
structure	GPR151 ag	MITF inh	TEAD-YAP inh	FBW7 activator
O=C1C2=CC[C@H]3C(=O)N(C[C@@H]4CCCO4)C(=O)[C@H]3[C@H]2[C@H](O)[C@@H]2O[C@H]12	-1.2	9.8	nt	0.1
c1ccc(-c2noc(CN3CCc4sccc4C3)n2)nc1	-0.8	1.4	-25.5	-0.1
CCOc1ccc2[nH]c(=O)c(CN(CCc3ccccc3)C(=O)N3CCOCC3)cc2c1	-0.1	11.0	-0.4	0.0
COc1ccc(-c2noc(N3CCN(C)CC3)n2)cc1OC	-8.8	-5.0	-42.2	-0.1
O=S(=O)(NCCc1csc2nc(-c3ccccc3)nn12)c1ccccc1	-1.4	1.1	3.6	-0.2
Cc1c(C(=O)Nc2ccccn2)sc2ncnc(N3CCOCC3)c12	-0.6	-4.2	2.9	-0.2
COc1ccc(C2C(C(=O)/C=C/c3ccccc3)=C(O)C(=O)N2CCCCCC(=O)O)cc1OC (stereo unspecified)	0.8	-5.4	-0.5	-0.1
COc1ccc(S(=O)(=O)N2CCN=C2SCc2cccc(F)c2)cc1	-0.5	-2.0	-2.5	0.0
CC(=O)NC(CC(C)C)c1nnc2n1CCN(Cc1ccc3c(c1)CCO3)CC2 (stereo unspecified)	1.3	-2.0	-5.0	-0.1
COc1ccccc1C1(NC(=O)CCn2nc(C)cc2C)CCCC1	5.0*	-11.4	8.4	0.1
O=C(COc1ccc(Cl)cc1)N/N=C/c1ccc([N+](=O)[O-])o1	0.5	7.5	10.6	0.2
CC1(C2CCN(Cc3ccc(F)cc3)CC2)NC(=O)N(Cc2ccsc2)C1=O (stereo unspecified)	0.0	-3.5	-0.2	0.1
CCOC(=O)Oc1ccc2c(c1)C(C)=CC(C)(C)N2C(=O)OCC	1.3	0.4	-18.2	0.4
CCCCNC(=O)Oc1ccc2c(c1)c(C(=O)OCC)c(C)n2C	-0.6	-5.2	-4.6	0.0
O=S(=O)(NC1c2cccc3cccc(c23)C1N1CCNCC1)c1ccccc1 (stereo unspecified)	-0.4	6.2	-6.2	0.0
CC(C)n1cnc2c(NCCOc3ccccc3)nc(N3CCN(c4ccccn4)CC3)nc21	3.0	7.6	-2.7	0.5
O=C(Cn1c(=O)oc2ccccc21)Nc1ccncc1	-0.1	1.5	-0.5	-0.2
CC(C)C(=O)Nc1cccc(NC(=O)/C=C/c2cccc([N+](=O)[O-])c2)c1	-0.1	9.2	11.2	0.3
COC(=O)c1cccc(NC(=O)CSc2nc(C)cc(C(F)(F)F)n2)c1	-0.4	14.9	3.5	1.7
CC1=C(C(=O)OC2CCCCCC2)C(c2ccc3c(c2)OCO3)NC(=O)N1C (stereo unspecified)	0.2	18.3	-10.6	0.0
O=C(CO)N/N=C/c1ccc(Br)cc1	-0.1	-3.1	9.5	0.4
CCc1ccc(C2C(C(=O)OC)=C(C)NC3=C2C(=O)CC(C)(C)C3)cc1 (stereo unspecified)	0.5	15.1	-2.8	0.0
Cc1ccc(C(=O)CCN(C)C)cc1	-0.7	4.8	2.2	-0.1
COc1cccc(C(=O)Nc2ccccc2NC(C)=O)c1OC	-0.9	-12.8	-8.5	-0.1
Cc1ccc(NS(=O)(=O)c2cc(Br)cnc2N)cc1F	-0.6	26.1	1.5	0.2
COc1ccc(CN2CCN(S(=O)(=O)c3ccc(C)cc3)CC2)cc1OC	-0.4	15.4	-2.8	0.1
O=C1c2ccccc2NC2(C(=O)N(Cc3ccccc3F)c3ccccc32)N1c1cccc(C(F)(F)F)c1 (stereo unspecified)	0.0	2.2	5.2	-0.1
COc1ccc(CCNC(=O)CN2C(=O)c3ccccc3C2=O)cc1OC	0.9	8.4	3.2	0.1
COc1ccc(/C=C2\C(=O)N(c3cccc(Cl)c3)N=C2C)cc1[N+](=O)[O-]	0.9	-2.5	-4.9	-0.1
CCC(C)(C)NS(=O)(=O)c1ccc(OC)cc1	-0.4	3.7	-9.6	0.1
O=C(c1cccnc1)N(CC1CC1)C1CCN(CCc2cccs2)CC1	1.8	5.4	3.9	0.2
COc1cc([N+](=O)[O-])ccc1N1C(=O)C2C(c3ccc(C)cc3)OC3(C(=O)c4ccccc4C3=O)C2C1=O (stereo unspecified)	1.5	6.7	-0.3	0.0
COc1ccc(NC(=O)CCCNC(=O)Cn2cnc3sc4c(c3c2=O)CCCC4)cc1Cl	-1.9	16.8	7.2	-0.1
c1cc2c(c(CN3CCOCC3)c1)COC2	0.9	10.3	3.6	0.8
Cc1c(Cl)cccc1NC(=O)c1cccnc1	-0.2	4.4	-14.5	0.1

Screening data as filed in PubChem.
